# VLA-4 inh: inhibition in a human VLA-4 binding assay. P13612. VLA-4 expressing cells, ligand binding flow cytometry. actives 0.2% (n = 330,000). inhibition, % (about 7 µM as worked out from the volumes in the protocol); in the data active = inhibition above about 50%
# CIT2 TOR yeast: alters CIT2-GFP fluorescence in TOR pathway yeast screen. GFP response vs DMSO, % at 10 µM. AID 2029. actives 0.065% (n = 320,000). S. cerevisiae CIT2-GFP strain, flow cytometry, 3 h; 100 means same as DMSO wells;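 active = GFP response relative to DMSO above a set limit, near the screen mean plus 3 SD, cut at about 150% in these data; inconclusive = Fewer than 70 cells measured for a yeast strain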;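 also: ratio of well median GFP fluorescence to mean of DMSO wells on the plate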
# AGP1-GFP MLPCN: modulators of TOR pathway AGP1-GFP in S. cerevisiae; S. cerevisiae AGP1-GFP multiplex flow cytometry, 3 h; GFP as percent of DMSO wells; GFP response vs DMSO, % at 10 µM; actives 0.02% (n = 320,000);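 active = GFP response relative to DMSO above a set limit, near screen average plus 3 SD, cut at about 150% in these data; inconclusive = fewer than 70 cells counted for the yeast strain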;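 also: median GFP channel fluorescence of the gated AGP1 strain per well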
# MEP2-GFP yeast: alters MEP2-GFP fluorescence in TOR pathway yeast screen | actives 0.51% (n = 330,000) | S. cerevisiae MEP2-GFP strain, flow cytometry GFP, 3 h; 100% = DMSO control level | GFP response vs DMSO, % at 10 µM;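 active = GFP response versus DMSO above a set limit, roughly screen mean plus 3 SD, cut at about 180% in these data; inconclusive = fewer than 70 cells counted for a yeast strain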;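 also: median GFP fluorescence of the barcode-gated MEP2-GFP cells per well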
# GRK2 inh: human GRK2 inhibition via aptamer displacement. P25098. bead flow cytometry, FAM-aptamer displacement from GRK2. inhibition of aptamer binding, % at 10 µM. actives 0.59% (n = 330,000). AID 488847;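 active = inhibition of aptamer binding above 40%, roughly 3 SD of noise, on plates passing a quality check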;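 also: median bead fluorescence of bound FAM aptamer so fluorescent compounds give negative values; no value below 0 was filed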
# Target sequence (P25098 whole entry, looked up): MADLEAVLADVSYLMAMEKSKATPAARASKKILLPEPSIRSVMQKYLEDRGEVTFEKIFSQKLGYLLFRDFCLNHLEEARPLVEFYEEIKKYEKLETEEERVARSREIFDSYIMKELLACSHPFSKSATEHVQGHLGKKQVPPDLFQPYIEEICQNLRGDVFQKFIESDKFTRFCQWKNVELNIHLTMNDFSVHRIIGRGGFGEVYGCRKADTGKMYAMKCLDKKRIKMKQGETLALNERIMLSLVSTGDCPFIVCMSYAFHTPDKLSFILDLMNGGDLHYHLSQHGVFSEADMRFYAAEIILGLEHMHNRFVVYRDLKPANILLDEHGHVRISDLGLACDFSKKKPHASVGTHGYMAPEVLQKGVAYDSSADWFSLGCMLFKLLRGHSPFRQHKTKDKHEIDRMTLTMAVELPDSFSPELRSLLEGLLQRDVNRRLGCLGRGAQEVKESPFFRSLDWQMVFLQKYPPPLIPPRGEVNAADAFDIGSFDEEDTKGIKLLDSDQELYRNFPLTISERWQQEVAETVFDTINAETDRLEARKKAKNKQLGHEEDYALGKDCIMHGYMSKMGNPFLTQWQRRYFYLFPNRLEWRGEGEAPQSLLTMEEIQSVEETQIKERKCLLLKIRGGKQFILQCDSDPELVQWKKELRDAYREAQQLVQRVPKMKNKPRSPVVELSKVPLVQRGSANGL
# GASC-1 inh: human JMJD2C demethylase inhibition; Q9H3R0; actives 0.069% (n = 330,000); AID 2099; inhibition, % at 2.35 µM; GST-JMJD2C(1-420) H3K9me3 demethylation, DELFIA europium;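 active = more than half of a compound's replicate wells show inhibition beyond 50%, single wells judged on their own value; inconclusive = some, but no more than half, of replicates pass 50% inhibition; inactive = no replicate passes 50% inhibition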;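 also: signal counts dimethyl H3K9 product captured on neutravidin plate; 0% = median of DMSO wells and 100% = 0.3 times that DMSO median; strong numbers were not always called active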
# Target sequence (Q9H3R0 1-420 limits assumed): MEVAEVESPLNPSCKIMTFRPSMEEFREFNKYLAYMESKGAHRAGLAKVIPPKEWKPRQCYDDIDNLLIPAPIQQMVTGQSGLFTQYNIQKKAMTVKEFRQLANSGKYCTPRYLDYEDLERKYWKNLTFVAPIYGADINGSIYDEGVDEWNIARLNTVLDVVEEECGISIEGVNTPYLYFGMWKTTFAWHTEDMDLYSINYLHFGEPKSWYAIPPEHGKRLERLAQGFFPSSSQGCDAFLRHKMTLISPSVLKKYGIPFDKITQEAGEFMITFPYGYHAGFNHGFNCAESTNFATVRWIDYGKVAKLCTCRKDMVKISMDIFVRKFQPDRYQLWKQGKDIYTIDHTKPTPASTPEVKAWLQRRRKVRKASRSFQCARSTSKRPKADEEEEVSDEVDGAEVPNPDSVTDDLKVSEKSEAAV
# LAP4-GFP MLPCN: alters LAP4-GFP fluorescence in TOR pathway yeast screen | S. cerevisiae LAP4-GFP multiplex, flow cytometry GFP, 3 h; median GFP as percent of DMSO wells | GFP response vs DMSO, % at 10 µM | actives 0.34% (n = 320,000);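 active = GFP response vs DMSO above a set limit, about the screen mean plus 3 SD, cut at about 150% in these data; inconclusive = under 70 cell events counted for the yeast strain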
# RPL19A-GFP yeast: modulators of TOR pathway RPL19A-GFP in S. cerevisiae. S. cerevisiae RPL19A-GFP strain, flow cytometry, 3 h; active compounds read low. percent response vs DMSO, % at 10 µM. actives 0.3% (n = 330,000). AID 2025;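 active = percent response vs DMSO below 50%; inconclusive = fewer than 70 events counted for the yeast strain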;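 also: median channel GFP fluorescence of the barcoded RPL19A-GFP strain; ratio of sample median GFP to plate DMSO average so 100% = DMSO; lower means less RPL19A-GFP as with rapamycin TOR inhibition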
# Numbers without * were called inactive; i = inactive; ? = inconclusive; nt = not tested or not shown; & = joins results of further samples; [ ] = remark or other dose.
SMILES,VLA-4 inh,CIT2 TOR yeast,AGP1-GFP MLPCN,MEP2-GFP yeast,GRK2 inh,GASC-1 inh,LAP4-GFP MLPCN,RPL19A-GFP yeast
Cc1ccc(NCc2nnc(SCC(=O)Nc3nnc(C)s3)n2C)cc1,16,96,102,105,0,2,97,102
Cc1nc(N)sc1C(=O)N/N=C/c1cccnc1,3,96,98,105,0,-2,98,100
O=C1CC(c2ccc(F)cc2)SC(N(c2ccccc2)c2ccccc2)=N1 (stereo not drawn),-5,95,99,105,11,-6,105,103
CC(C)CCN1CCN(Cc2cccc(-n3cccn3)c2)CC1CCO (stereo not drawn),-3,114,104,99,0,8,99,97
COC(=O)c1cc(Br)c(=O)n(Cc2ccncc2)c1,23,110,114,134,0,14,126,107
Cc1nc(Cl)c(C(=O)Nc2cccc(F)c2)c(C)c1Cl,-2,111,103,109,2,20,110,101
CCn1c(C(=O)N2CCC(Cc3ccccc3)CC2)cc2sccc21,4,98,108,112,1,-10,113,109
CCCCn1c(NCc2cccs2)nc2ccccc21,2,104,105,104,1,-6,107,100
O=C(NCc1ccccn1)c1ccc(COc2ccc(Cl)cc2)o1,6,nt,94,93,0,6,99,95
CC(C)CC1NC(=O)N(CC(=O)Nc2cc([N+](=O)[O-])ccc2F)C1=O (stereo not drawn),4,100,95,105,0,2,101,99
Cc1ccc(-n2[nH]c(C)c(C=Nc3ccc(S(=O)(=O)N4CCOCC4)cc3)c2=O)c(C)c1,12,104,102,103,0,-31,94,103
COc1ccc(C(c2nnnn2Cc2ccccc2)N2CCN(c3ccccc3)CC2)cc1 (stereo not drawn),3,109,92,104,2,-7&25,99,99
Nc1nnc(SCC(=O)NCCOc2ccccc2)s1,3,103,98,105,0,-9,101,107
N#C/C(=C\c1cc2c(cc1Br)OCO2)c1ccc(C(=O)O)cc1,-3,100,100,121,0,-10,105,105
COc1cc(/C=C(\C#N)C(=O)NCC2CCCO2)ccc1OC(C)C (stereo not drawn),13,103,102,103,1,-16,89,97
Cc1ccc(C)c(NC(=O)CSc2cccc3cccnc23)c1,4,95,94,105,6,-16,102,100
O=NN(CCc1ccncc1)c1ccc(OCc2ccccc2)cc1,13,95,97,111,0,-1,105,99
CCCc1cc2c(=O)c(-c3ccccn3)coc2cc1OC,-1,91,86,93,3,0,90,90
CCNc1[nH]c(=O)n(C)c(=O)c1N=O,0,107,107,109,1,26,103,105
CN(C)Cc1ccc(F)cc1Sc1cc(Cl)ccc1Cl,21,114,108,133,0,3,109,112
O=C(N/N=C\c1ccc(Br)o1)C1COc2ccccc2O1 (stereo not drawn),2,103,100,105,10,2,105,102
Cc1noc(C)c1S(=O)(=O)N(C)C[C@H]1Oc2c(NC(=O)Nc3ccc(C(F)(F)F)cc3)cccc2C(=O)N([C@H](C)CO)C[C@@H]1C,21,87,86,85,0,45,79,85
CCCn1c2ccccc2c2cnn(CC(=O)NCCCN3CCCCC3CC)c(=O)c21 (stereo not drawn),24,93,100,93,0,-20,106,95
O=C(OCc1nc2ccccc2s1)c1ccc(Br)o1,7,86,95,101,1,1,110,98
CC(Sc1ccc(S(=O)(=O)N2CCCC2)cn1)C(N)=O (stereo not drawn),0,102,100,100,0,nt,99,101
SMILES,VLA-4 inh,CIT2 TOR yeast,AGP1-GFP MLPCN,MEP2-GFP yeast,GRK2 inh,GASC-1 inh,LAP4-GFP MLPCN,RPL19A-GFP yeast
Cc1nc2nc(C)c(CCC(=O)NC3CCCCC3)c(C)n2n1,10,113,110,115,0,-2,98,114
O=C(Nc1ccnn1C1CCN(Cc2ccc(CO)o2)CC1)c1ccccc1Cl,3,114,104,112,0,-1,87,111
COc1ccc(/C=C2\Oc3cc(OCC(=O)N4CCC[C@H]4CO)ccc3C2=O)c(OC)c1,22,92,102,102,1,21,104,93
CCc1ccc(NC(=S)N(CCCN2CCOCC2)Cc2ccccn2)cc1,8,102[may fluoresce red],?,78[may fluoresce red],0,-6,81[may fluoresce red],?
O=C1CSC(c2cn(-c3ccccc3)nc2-c2ccccc2)N1Cc1ccco1 (stereo not drawn),-6,99,92,96,2,0,94,94
O=C(CSc1n[nH]c(-c2ccncc2)n1)Nc1ccccc1Cl,12,99,106,96,0,3,95,102
COc1ccc(/C=C2\OC(=O)c3c(OC)cccc32)cc1OC,-3,89,86,103,1,6,92,92
NC(=O)CSc1nnc(COc2cccc3ccccc23)o1,7,106,55,104,6,-4,83,102
COc1ccc(-c2cc(C(F)F)n3ncc(C(=O)N4CCN(C)CC4)c3n2)cc1,1,98,99,95,4,2,108,97
Cc1oc2c(CN3CCCC3)c(O)ccc2c(=O)c1-c1ccc(Cl)cc1,-2,109,110,104,1,-3,102,106
CC1=CCC2C(=O)N(c3ccc(C(=O)N4CCCCCC4)cc3)C(=O)C2C1 (stereo not drawn),-3,90,97,95,1,-3,94,96
CCN(CC(=O)Nc1ccc2c(c1)OCCO2)C(=O)/C=C/c1ccc(OC)c(OC)c1,11,101,109,101,0,3,102,98
Cc1sc(N/N=C/c2cccnc2)nc1-c1ccc(Cl)cc1,7,90,86,88,0,-3,88,88
CCC(CC)C(=O)c1c[nH]c(C(=O)NN)c1,14,112,112,113,0,nt,117,109
Cc1cc(C)nc(N/N=C/c2ccccc2OCc2ccc(Cl)cc2)n1,4,99,100,108,0,-3,110,105
O=C(O)COc1ccccc1/C=N/NC(=O)COc1ccc(-c2ccccc2)cc1,12,87,97,102,1,23,113,98
Cc1cc2cc(CNC(=O)CCC(=O)O)ccc2[nH]1,8,110,101,108,0,0,108,101
CCOC(=O)c1ccc(NC(=O)C23CCC(C)(C(=O)O2)C3(C)C)cc1 (stereo not drawn),0,101,102,104,0,i,113,104
CCOCCCNC(=O)C(C)NS(=O)(=O)c1ccc(C)cc1 (stereo not drawn),1,105,102,99,0,4,100,99
COc1cc(/C=C/C(=O)N(C)c2ccccc2C(=O)O)cc(OC)c1OC,3,97,nt,80,0,13,74,94
O=[N+]([O-])c1ccc(S(=O)(=O)N/N=C/c2cccs2)cc1,-14,89,81,95,2,-12,80,89
CC1CCN(Cc2nc3c(c(=O)n(C)c(=O)n3C)n2CCCc2ccccc2)CC1,0,111,111,110,0,-1,104,105
O=C(OCc1cccc([N+](=O)[O-])c1)c1cc(=O)[nH]c2ccccc12,12,99,102,91,1,-12,112,98
Cc1cccc(N2C(=O)c3ccc(Br)cc3C2=O)n1,10,81,81,89,0,6,88,102
Cc1sc2nc(CN3CCOCC3)nc(Cl)c2c1C,-1,95,94,98,0,4,90,99

# Among those listed so far, these have a cyano group.
SMILES,VLA-4 inh,CIT2 TOR yeast,AGP1-GFP MLPCN,MEP2-GFP yeast,GRK2 inh,GASC-1 inh,LAP4-GFP MLPCN,RPL19A-GFP yeast
N#C/C(=C\c1cc2c(cc1Br)OCO2)c1ccc(C(=O)O)cc1,-3,100,100,121,0,-10,105,105
COc1cc(/C=C(\C#N)C(=O)NCC2CCCO2)ccc1OC(C)C (stereo not drawn),13,103,102,103,1,-16,89,97

# (further entries)
SMILES,VLA-4 inh,CIT2 TOR yeast,AGP1-GFP MLPCN,MEP2-GFP yeast,GRK2 inh,GASC-1 inh,LAP4-GFP MLPCN,RPL19A-GFP yeast
CCC(C)[C@H](NC(=O)OC(C)(C)C)C(=O)N/N=C/c1ccc2cc(OC)ccc2n1 (stereo partly drawn),-1,97,89,105,3,-6,88,97
CC(C)OP(=O)(OC(C)C)C1(O)C(=O)Nc2ccccc21 (stereo not drawn),2,99,98,101,0,4,95,99
Cc1ccc(S(=O)(=O)NCC(=O)N(CC(=O)NCC2CCCO2)c2ccc(Cl)cc2)cc1 (stereo not drawn),23,115,112,106,1,1,99,106
CCOc1ccc(Cn2ccnc2)cc1[N+](=O)[O-],6,110,102,113,0,-4,103,101
Cc1cnc(C(=O)NCc2ccc(Cl)cc2Cl)cn1,6,99,100,103,0,36,102,100
CSc1nc(-c2ccc(Cl)cc2)c(C#N)c(=O)[nH]1,-21,91,98,100,3,11,89,101
COC(=O)c1cn(C(=O)c2ccc(Br)o2)c2ccccc12,5,98,91,112,0,-1,106,98
COc1ccc(CCNC(=O)c2ccc(CS(=O)(=O)Cc3cccc(C)c3)o2)cc1OC,4,103,110,109,1,-4,115,105
Cc1cc(C)c(S(=O)(=O)Nc2ccc(O)cc2)cc1C,26,86,87,100,2,-8,90,90
Cc1ccccc1NC(=O)C(NC1CCCCC1)C(C)C (stereo not drawn),2,93,74,149,0,-4,93,56
CC1CCN(C(=O)C(Cc2ccccc2)NS(=O)(=O)c2ccc3c(c2)oc(=O)n3C)CC1 (stereo not drawn),-11,97,98,103,1,-4,93,99
N#Cc1c(N)nc(SCc2ccncc2)c(C#N)c1-c1cccs1,4,93,92,99,0,6,100,94
CC(NC(=O)c1ccc(Br)cc1Br)c1ccccc1 (stereo not drawn),7,97,98,97,1,3,113,102
COc1ccccc1OC(C)C(=O)N(Cc1ccco1)C1CCS(=O)(=O)C1 (stereo not drawn),-2,86,89,96,0,0,99,88
CCOC(=O)c1csc(-c2sccc2Br)n1,22,92,102,99,0,1,113,98
CCOc1ccc(Cc2nc(N)nc(N)n2)cc1,14,108,109,111,3,1,112,104
CN(C)c1nc(-c2cn(CCC#N)c3ccccc23)cs1,2,108,104,105,3,14,99,93
COc1cc(/C=C/C(=O)Nc2ccc3[nH]c(=O)[nH]c3c2)cc(OC)c1OC,7,100,105,97,2,-31,100,102
CC(c1ccon1)N(C)C(=O)c1ccc2nc(Cc3cccc(Cl)c3)oc2c1 (stereo not drawn),6,103,113,99,2,-5,112,104
CCOc1ccc(CN2CCN(Cc3cccc4c3OCO4)CC2CCO)cc1 (stereo not drawn),1,94,96,99,0,-18,100,98
Clc1cccc(N2CCN(CCNc3nc4ccccc4n4cnnc34)CC2)c1,-1,110,nt,109,0,1,109,101
N/C(=N\OC(=O)CCCOc1ccccc1)c1cccc([N+](=O)[O-])c1,9,102,103,105,1,-10,94,106
Cc1nnc(SCC(=O)NCCN2C(=O)CSC2=O)n1-c1ccccc1,10,96,106,98,5,1,105,104
c1ncn(C23CC4CC(CC(C4)C2)C3)n1,23,93,97,101,0,1,88,98
COc1ccc(CCn2c(=N)c(C(=O)NCCN3CCOCC3)cc3c(=O)n4cccc(C)c4nc32)cc1OC,16,94,96,97,1,39,88,98
SMILES,VLA-4 inh,CIT2 TOR yeast,AGP1-GFP MLPCN,MEP2-GFP yeast,GRK2 inh,GASC-1 inh,LAP4-GFP MLPCN,RPL19A-GFP yeast
COC(=O)Nc1ncc(CN2C(=O)c3ccccc3C2=O)s1,13,104,100,109,0,-16,106,98
S=c1nc(SCc2ccccc2)[nH]c2ccccc12,-6,96,100,105,0,6,105,99
O=C1NC(=O)C2(COC(c3cccc([N+](=O)[O-])c3)OC2)S1 (stereo not drawn),-8,110,106,102,1,12,102,98
CC(=O)Nc1ccnc(-c2cccnc2)n1,-6,108,106,107,2,-9,106,109
Cc1nc(SCC(N)=O)[nH]c(=O)c1CCC(C)C,-1,103,104,104,0,3,114,95
CS(=O)(=O)N(CC(=O)N1CCOCC1)c1ccccc1,9,109,109,104,3,-7,89,102
O=c1c2ccccc2nc(-c2ccc(Cl)cc2)n1C1CCS(=O)(=O)C1 (stereo not drawn),28,92,105,103,2,-13,101,102
COc1ccc(-c2cc(N3C(=O)Nc4ccccc4N3O)n[nH]2)c(OC)c1,7,103,103,106,0,-21,92,105

# Some values from the entries so far.
# Cc1nc(SCC(N)=O)[nH]c(=O)c1CCC(C)C | VLA-4 inh = -1
# O=c1c2ccccc2nc(-c2ccc(Cl)cc2)n1C1CCS(=O)(=O)C1 (stereo not drawn) | MEP2-GFP yeast = 103
# S=c1nc(SCc2ccccc2)[nH]c2ccccc12 | LAP4-GFP MLPCN = 105
